High-throughput results from PubChem.
LGR2 inh: Drosophila LGR2 receptor signaling inhibition. 380,000 compounds, 0.35% hits. inhibition, % at 9.99 µM. AID 720647. HEK293 LGR2, CRE-luciferase, bursicon-stimulated, 4 h;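 active = drop in luminescence signal, shown as inhibition above about 50% in the replicate tests, limit read from the data, passing the limit was not always enough; inconclusive = probably only some replicates passing the limit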;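 also: agonist challenge used bursicon conditioned medium at about half maximal strength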
EWS-Fli inh: EWS/Fli transcriptional activity inhibition | 350,000 compounds, 0.67% hits | inhibition, % at 12.6 µM | AID 651661 | A673 NR0B1-luciferase reporter, viability-normalised;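 active = mean inhibition of at least 50% after viability correction, with every replicate also passing that limit; inconclusive = mean reaches 50% but only one of two replicates passes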;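 also: firefly luciferase signal divided by Alamar Blue viability fluorescence both relative to DMSO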
miR122 inh: blocks miR-122 activity in Huh7 sensor cells; AID 602342; 340,000 compounds, 0.3% hits; Huh7 miR-122 Renilla luciferase sensor, 48 h; neutral wells = 0, positive control = 100; activation (reporter increase), % at 12.5 µM;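 active = mean replicate activation score at least 90 and every replicate individually at or above 90; inconclusive = only one of the two criteria met; inactive = neither criterion met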;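 also: higher luciferase means less miR-122 activity so hits act as miR-122 inhibitors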
Cneo AK release: causes C. neoformans cell lysis; AID 651654; lysis activity, % at 15 µM; 360,000 compounds, 0.2% hits; adenylate kinase release luminescence, 4 h; normalised: neutral wells 0, clomiphene wells 100;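 active = mean lysis activity across replicates of at least 80%, whatever share of replicates individually reach that level; inactive = mean lysis activity below 80%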
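Material: C. neoformans cells; Schedule: 4 h static compound exposure, 37 °C, read 1 h post-reagent; Measured by: adenylate kinase release luminescence; Read-out: signal increase indicating cell lysis; Controls: Clomiphene as positive lysis control.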
CASP6 VEID inh: caspase-6 (human) enzyme inhibition | purified caspase-6, Z-VEID-R110 cleavage fluorescence | inhibition, % at 12.5 µM | 350,000 compounds, 0.53% hits;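 active = mean inhibition across replicates at least about 35%, with every replicate also reaching that limit, limit read from the data; inconclusive = only one of the two criteria met; inactive = neither criterion met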;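 also: 0% = median of neutral control wells and 100% = no fluorescence left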
Target sequence (P55212 24-179 limits assumed): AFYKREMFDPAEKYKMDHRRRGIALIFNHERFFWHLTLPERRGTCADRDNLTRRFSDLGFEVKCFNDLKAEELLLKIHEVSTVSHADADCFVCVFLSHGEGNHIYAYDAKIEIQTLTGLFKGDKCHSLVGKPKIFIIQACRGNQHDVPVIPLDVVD
Target sequence (P55212 194-293 limits assumed): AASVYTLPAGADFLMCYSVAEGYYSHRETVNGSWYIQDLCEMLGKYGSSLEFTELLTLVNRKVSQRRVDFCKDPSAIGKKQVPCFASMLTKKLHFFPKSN
FN deposit inh: fibronectin deposition inhibition | AH1F fibroblasts, Alexa488-fibronectin deposition fluorescence, overnight | inhibition, % at 12.6 µM | 350,000 compounds, 0.086% hits | AID 743247;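 active = mean inhibition across replicates of 30% or more, regardless of how many single replicates reach that level; inconclusive = mean under 30% yet at least half of replicates reach 30%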;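 also: positive control wells lacked labelled fibronectin entirely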
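Assay system: AH1F fibroblasts / Quantity: 10000 cells per well / Medium: DMEM plus 2% serum, read in PBS / Reagent: labelled fibronectin 24 nM / Dosing: single dose, pinned / Times: 1 h cell attachment, overnight exposure to compound and label / Signal: fluorescence, ex 485 nm, em 525 nm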
PGC1a acetyl inh: modulators of PGC1a acetylation; U2OS PGC1a acetylation, AlphaScreen anti-acetyl-lysine; with virally co-expressed GCN5 acetyltransferase; inhibition, % at 15.6 µM; 350,000 compounds, 0.17% hits;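 active = every replicate shows inhibition of at least 40%; inconclusive = mean inhibition at least 40% but some replicate below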;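 also: 0% = neutral control wells and 100% = positive control wells; some results beyond the cut were filed as inactive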
PAX8 reporter: inhibitors of PAX8 transcriptional activity in RMG-I cells. inhibition, % at 12.6 µM. 360,000 compounds, 1.2% hits. AID 652154. RMG-I TPO-luciferase reporter, SteadyGlo, 24 h;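 active = mean replicate inhibition at least 60% with every replicate also reaching 60%; inconclusive = only one of the two criteria is met; inactive = mean below 60% and not all replicates reaching 60%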;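 also: luciferase light reporting Pax8 driven TPO promoter activity; plate controls were median of neutral control wells for no effect and mitoxantrone controls for full effect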
An asterisk follows results filed as active; ? = inconclusive; . = no result given; & = joins results of further samples; [ ] = another dose, or the depositor's remark. Outcome played no part in choosing rows; overall some 2.5% were active at least once.

SMILES	LGR2 inh	EWS-Fli inh	miR122 inh	Cneo AK release	CASP6 VEID inh	FN deposit inh	PGC1a acetyl inh	PAX8 reporter
CO[C@H]1CN(C)C(=O)c2cc(NC(C)=O)ccc2OC[C@@H](C)N(C(=O)c2ccncc2)C[C@H]1C	-3	0	11[16.7 µM]	38	3	-1	-5	.
CN1OC(CC(=O)O)N(c2ccc(Cl)cc2)C1=O (centres undefined)	.	.	1	6	.	2	-7	-17
O=C(c1ccco1)N1CCN(C(=S)NC2CC3CCC2C3)CC1 (centres undefined)	4	0	.	.	2	7	4	26
COC(=O)C1=NNC(C(=O)c2ccco2)C1c1ccc(OC)cc1 (centres undefined)	6	-4	-25	-1	-1	0	5	11
O=C(Nc1ccc(F)cc1)N1CCN(CCc2ccccc2)CC1	4	-7	17	.	2	-7	-7	-2
CSc1nc(C)c(C(=O)Nc2ccccc2)c(-c2ccco2)c1C#N	12	-5	.	.	3	-13	-9	-1
COc1ccc(CCNC(=O)CCc2cn(C)c3ccccc23)c(OC)c1OC	-10	-3	0	-1	.	-3	.	1
O=C(COC(=O)[C@H](Cc1ccccc1)NC(=O)c1ccco1)Nc1ccccc1	1	1	.	-3	5	-2	.	-3
COc1ccc(-c2cc3c(nn2)-c2ccccc2C3=O)cc1	94*	40	-8	-6	3	-2	-2	7
Cc1cc(N2CCOCC2)n2ncc(-c3ccccc3Cl)c2n1	-90	-102	-4	-4	-3	13	6	-164
COc1ccccc1-c1nnc(C2CCN(S(=O)(=O)c3cccc([N+](=O)[O-])c3)CC2)o1	-7	.	-6	1	-2	-20	.	11
COc1cccc(-c2ccc3c(c2)O[C@@H](CN(C)Cc2cncnc2)[C@@H](C)CN([C@H](C)CO)S3(=O)=O)c1	-4&2	0&-2&6	-5	-1&5&1	-3&0&0	6&1	1&-2&1	5
COc1cc(CCC(=O)O)on1	31	-3	.	-1	1	-1	.	-3
COCC#Cc1ccc2c(c1)O[C@@H](CN(C)C(=O)C1CC1)[C@@H](C)CN([C@H](C)CO)S2(=O)=O	5	-10	1[16.7 µM]	1	2	-17	-1	.
CCCn1nnc(NC(=O)c2ccc(F)cc2)n1	-23	.	-3	0	.	.	0	.
Nc1[nH]c(N=NC(=O)c2ccc(Cl)cc2)c2ccccc12	-23	.	11	5	.	-4	4	-36
COc1cc(/C=C2\S/C(=N/S(=O)(=O)c3ccc(C)cc3)NC2=O)c([N+](=O)[O-])cc1OC	.	.	26	-2	.	8	-2	.
COc1ccc(NC(=O)N(C)C[C@@H]2Oc3ccc(NC(=O)Nc4cccc5ccccc45)cc3C(=O)N([C@@H](C)CO)C[C@H]2C)cc1	-36	-8	1[16.7 µM]	1	3	.	6	.
O=C(NCc1n[nH]c(=S)n1-c1ccc(Br)cc1)c1ccc(S(=O)(=O)N2CCOCC2)cc1	4	5	.	.	1	-3	.	-3
COc1ccc(C)cc1N(CC(=O)N1CCCCCC1)S(C)(=O)=O	8	8	0	1	0	2	2	-9
O=C1NN(c2ccccc2)C(=O)/C1=C/c1ccc(-c2ccc(Cl)c(C(=O)O)c2)o1	-5	1	.	.	55*	-8	.	3
C/C=C/c1ccc2c(c1)O[C@@H](CN(C)C(=O)c1ccc(F)cc1)[C@@H](C)CN([C@H](C)CO)S2(=O)=O	-18&-6	5&-5&0	3	1&-12&-15	0&1&2	8&5	9&-11&-20	6&-33&-24
O=C(NCCCC(=O)N1CCOCC1)c1cccnc1	-4	.	0	5	.	.	-2	.
CC1CC1C(=O)Nc1cc(C(F)(F)F)ccc1N1CCOCC1 (centres undefined)	-15	-3	7	0	-1	3	34	12
CC(C)CNC(=O)C1(C)CCCN1C(=O)c1ccc2ccccc2n1 (centres undefined)	-20	0	3	0	-1	3	-1	.
COc1ccc(NC(=O)N(C)C[C@@H]2OCc3cn(nn3)CCCC(=O)N([C@@H](C)CO)C[C@H]2C)cc1	-7	-8	-5	0&3	-3	11	-2&7	-17
COc1cccc(NC(=O)N2C[C@@H](O)COC[C@@H]3O[C@@H](CC(=O)N(C)C)CC[C@H]32)c1	1	-6	0[16.7 µM]	-1	-2	3	-4	-1
CC(C)(C)[S@@](=O)N1Cc2cc(C(=O)N3CCc4ccccc4C3)nc(-c3cccc(-c4ccncc4)c3)c2[C@H]1CCO	-7	7	.	-2	-2	12	1	5
C=CCNCC(=O)N1N=C(c2ccc3ccccc3c2)CC1c1ccc(OC)cc1 (centres undefined)	19	21	.	.	1	8	-31	6
Cc1ccsc1CN(C)C(=O)c1ccc(Oc2ccccc2)cc1	-37	-42	53	.	1	-3	.	-54
Cc1cc(-c2cc(C(=O)O)c3ccccc3n2)c(C)s1	3	4	.	.	1	-7	7	6
COc1ccccc1NC(=S)N(Cc1ccc(C)cc1)Cc1cccnc1	-5	-2	-1	2	2	-5	.	8
Cc1cccc(NS(=O)(=O)c2ccc(-c3ccc(=O)[nH]n3)o2)c1	-1	-6	7	0	5	-6	11	19
COc1cccc(C(=O)N2C[C@H]3[C@@H](c4ccccc42)[C@@H](CO)N3C(C)=O)c1	14	-7	-8[16.7 µM]	-2	1	.	2	-8
C[C@H]1CN([C@@H](C)CO)C(=O)c2ccccc2-c2ccccc2CO[C@H]1CN(C)S(=O)(=O)c1ccc(F)cc1	13	2	.	-4	0	1	0	.
CSc1nnc(Cc2cc(=O)[nH]c(=O)[nH]2)n1-c1cccc(C)c1	.	.	-1	-1	.	-6	0	.
CCOC(=O)[C@]12CCC=C1N(Cc1ccc3c(c1)OCO3)C(=O)[C@H](CC(=O)N1CCOCC1)C2	12	1	.	.	2	5	.	-6
Cc1ccc2nsnc2c1S(=O)(=O)N(CCO)Cc1cc2cc3c(cc2[nH]c1=O)OCCO3	1	.	6	3	.	.	2	.
O=C(Nc1ccccc1F)N1CC(=O)N2[C@H](CO)[C@@H](c3ccc(-c4ccccc4)cc3)[C@H]2C1	-7	-7	.	.	-2	.	7	16
CC(=O)N1CCN(c2ccc(NC(=O)c3cc4ccccc4o3)cc2)CC1	-14	-43	.	0	-5	-4	.	-14
O=c1oc2ccccc2c(O)c1CN1CCCCC1	.	.	3	7	.	5	-4	.
Cc1ccc(-c2nnnn2CS(=O)(=O)c2ccccc2)cc1	.	.	-5	-3	.	1	9	.
CCCNC(=O)N1[C@@H]2CN(C(=O)c3ccncc3)c3ccccc3[C@@H]2[C@@H]1CO	11	5	-4[16.7 µM]	-5	-7	0	7	-24
O=C(c1ccco1)N1CCN(Cc2ccccc2Br)CC1	-12	-50	7	2	-1	5	8	-35
COc1ccc(-c2nn(-c3ccccc3)cc2CO)cc1OC	.	.	-2	2	.	6	-4	-28
Cc1ccc(C)c(S(=O)(=O)N2CCN(C(=O)c3ccc(C)s3)CC2)c1	-5	4	12	-1	1	-4	5	5
CCC(=O)N1C[C@H](C)[C@@H](OC)CN(C)C(=O)c2ccc(NC(=O)c3cnccn3)cc2OC[C@H]1C	15	-1	.	-2	0	9	2	0
C[C@H](CO)N1C[C@H](C)[C@@H](CN(C)C(=O)c2ccccn2)Oc2ncc(-c3cccc(C#N)c3)cc2C1=O	0	3	-2[16.7 µM]	5	-1	.	?	.
O=C(Cc1ccncc1)NCC[C@H]1CC[C@H](NC(=O)C2CCCCC2)[C@H](CO)O1	-12	1	.	0	1	.	7	1
O=C(NCc1ccncc1)C1Cc2c(-c3ccc(Cl)cc3)ccnc2O1 (centres undefined)	-2	-2	4	-1	3	23	37	6
O=C(CC12CC3CC(CC(C3)C1)C2)Nc1ccc2c(c1)COC2=O	.	.	-1	-1	.	-2	-11	-1
COC(=O)c1c(C)oc2ccc(NS(=O)(=O)c3cccs3)cc12	.	.	53	-2	.	6	7	.
Cc1ccc(C(=O)NCc2ccco2)cc1[N+](=O)[O-]	.	.	-2	-1	.	11	-18	12
COCCN(C(=S)Nc1ccc(C)cc1C)C(C)c1cccs1 (centres undefined)	-14	-7	-2	.	-1	6	6	-5
CCCc1nn2c(=O)cc(CSCC(=O)Nc3ccccc3OC)nc2s1	14	.	4	-2	-1	-9	-11	-6
CCC(C)NC(=O)C(Cc1ccccc1)NS(=O)(=O)c1ccc2c(c1)CCC(=O)N2 (centres undefined)	-10	-2	.	1	2	3	1	6
CN(C)C(CNC(=O)CSc1nc2sc3c(c2c(=O)n1C)CCCC3)c1ccccc1 (centres undefined)	2	-6	5	-2	1	.	0	11
CSCCC(NS(=O)(=O)c1ccc(Cl)cc1)C(=O)OCC(=O)N(C(C)C)C(C)C (centres undefined)	.	.	-2	-1	1	-4	8	9
CCCn1c2ccccc2c2cnn(CC(=O)NCCN(C)C)c(=O)c21	5	-14	.	2	-3	.	9	-5
COc1ccc(C(=O)NNC(=S)NC(=O)c2cccs2)cc1	10	24	-4	3	-4	-4	-1	8

Shown as a hit in CASP6 VEID inh, among the entries above:
smiles,LGR2 inh,miR122 inh,CASP6 VEID inh,PGC1a acetyl inh
O=C1NN(c2ccccc2)C(=O)/C1=C/c1ccc(-c2ccc(Cl)c(C(=O)O)c2)o1,-5,.,55*,.

(further entries)
SMILES	LGR2 inh	EWS-Fli inh	miR122 inh	Cneo AK release	CASP6 VEID inh	FN deposit inh	PGC1a acetyl inh	PAX8 reporter
C[C@H](CO)N1C[C@H](C)[C@H](CN(C)C(=O)Nc2cccc3ccccc23)OCCCC[C@H](C)Oc2ccc(NC(=O)CCC(F)(F)F)cc2C1=O	?	-42	-11[16.7 µM]	-22	.	13	-8	15
CC(=O)N1CCC(N2CCN(Cc3ccc(C)cc3)C(CCO)C2)CC1 (centres undefined)	-1	11	.	.	-4	-8	6	-17
C[C@H](CO)N1C[C@H](C)[C@H](CN(C)Cc2ccc(Oc3ccccc3)cc2)Oc2ccc(NS(=O)(=O)c3ccccc3)cc2C1=O	-25	-4	-8[16.7 µM]	-4	0	.	10	-19
CCOC(=O)C1CCN(C(=O)N2CCOCC2)CC1	.	.	-3	-3	.	-7	-2	-20
CNC(=O)c1c(Br)cnn1-c1ccc(C)cc1	-70	-81	2	-4	-3	0	-10	-146
Cc1ccc(CN2CC(C(=O)N3CCN(S(=O)(=O)c4ccccc4)CC3)CC2=O)cc1 (centres undefined)	4	4	.	0	-74	-3	.	6
Cc1ccc2c(ccc(=S)n2C)c1	3	-4	.	6	-2	1	5	-19
CCCOc1ccccc1C(=O)N(Cc1cccc(Br)c1)C1CCS(=O)(=O)C1 (centres undefined)	6	-1	0	-2	4	3	-3	11
C/C=C/c1ccc([C@@H]2[C@@H](CO)N(C(=O)COC)[C@H]2CNC(=O)CC)cc1	18	3	-7[16.7 µM]	5	0	-7	3	-10
COc1ccc(S(=O)(=O)N2CCC(C(=O)NCCC(=O)NCCc3cccc(F)c3)CC2)cc1	4	-1	4	2	-4	0	.	10
CC(=O)N1N=C(c2ccc(NS(=O)(=O)c3ccccc3)cc2)CC1c1ccco1 (centres undefined)	17	54*	42	-2	1	7	2	27
COc1ccc(NC(=O)N[C@H]2CC[C@@H](CCn3cc(-c4ccc(F)cc4)nn3)O[C@@H]2CO)cc1	10	28	.	2	1	-3	-10	-4
CCN(CC)S(=O)(=O)c1cccc(NC(=O)COC(=O)c2n[nH]c(=O)c3ccccc23)c1	-9	4	.	.	0	5	.	8
